TSHR antag: Antagonists of the Thyroid Stimulating Hormone Receptor: HTS campaign | TSHR-expressing cells, TSH-stimulated cAMP HTRF, 2 h; hits give low values | activity change, negative = inhibition, % at 11.5 µM | actives 0.2% (n = 330,000) | AID 504810, 2011;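 active = activity change below a set negative limit, meaning inhibition stronger than a set level, cut at about -70% in these data; inconclusive = activity change between two set negative limits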; note: % is set by controls: 0 for no effect and ±100 for the full control effect
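Freshly harvested TSHR cells receive pin-tooled compound, then EC80 TSH at 4nM final. After 2 hours at 37 deg C, antibody in lysis buffer and cAMP-d2 are added; 30 minutes at ambient temperature precede the HTRF read.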
MLL CXXC-DNA inh: qHTS Fluorescence Polarization Assay for Inhibitors of MLL CXXC domain - DNA interaction | Histone-lysine N-methyltransferase 2A (Homo sapiens), Q03164 | Potency, µM (series often up to 115 µM), without a hit: top-dose activity change, negative = inhibition, hits mostly inhibitors | MLL-CXXC / FITC-HOXA9 DNA fluorescence polarization | actives 0.037% (n = 290,000) | AID 2662, 2010; active = well fitted inhibition curve with a large enough effect in the polarisation, with a control signal flat, not every such curve was filed as active; inconclusive = small, poorly fitted or top-dose-only effect, or effect the other way, or a change in a side signal; inactive = no such curve, though single readings can be large or run the other way; the % refers to the polarisation; note: potency is the fitted concentration of half-maximal effect
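Purified MLL-CXXC (added from a 7 uM solution) was preincubated 5 min at ambient with pinned compounds in 50 mM Tris-HCl pH 7.5, 50 mM NaCl, 1 mM DTT, 0.05% BSA. Fluorescein-labeled HOX-A9 DNA (50 nM solution) followed, 30 min, then polarization read.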
AT treatment: qHTS Assay for Identifying a Potential Treatment of Ataxia-Telangiectasia; actives 0.19% (n = 320,000); Potency, µM (titrated, usually from 57.5 µM), inactives show top-dose activation, actives largely listed as activators; […] A-T fibroblasts, KAP-1 phosphorylation AlphaLISA; neocarzinostatin DNA damage 30 min before lysis; AID 485349, 2010; note: potency is the fitted concentration of half-maximal effect; % of control where 0% means no effect; nearly all actives have a fitted effect of over 45% in size
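ATM-like activity read as KAP-1 phosphorylation via AlphaLISA donor/acceptor antibody pairs after lysis and 6 hr at 25C. Cells were ATM-null patient fibroblasts ([…], hTERT), dosed 60 min, then exposed to the DSB inducer NCS for 30 min.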
a7 integrin act: qHTS for Activators of Integrin-Mediated Alleviation for Muscular Dystrophy. alpha7betagal myoblasts, beta-gal FDG fluorescence, 48 h. AID 624291, 2012. actives 0.064% (n = 350,000). Potency, µM (doses to about 38.3 µM), for the others: top-dose activation, hits mostly activators;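 note: potency is the fitted concentration of half-maximal effect; 100% = response of the positive control SU9516; nearly all actives have a fitted effect of over 60% in size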
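alpha7betagal+/- myoblasts (passage 13, 250/well) treated 48 h at 37C with compounds at 1:260 dilution of DMSO stock. Lysed, then beta-galactosidase activity read as FDG fluorescence (ex 480/em 540) after 30 min, with pre-read for autofluorescence.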
Menin-MLL TR inh: qHTS Assay for Inhibitors Targeting the Menin-MLL Interaction in MLL Related Leukemias: Competition With Texas Red Labeled MLL-derived Mutant Peptide. actives 0.23% (n = 270,000). AID 1768, 2009. Menin + Texas Red MLL mutant peptide, fluorescence polarization. Potency, µM (top dose mostly 61.6 µM), inactives show top-dose FP activity change, negative = inhibition, most hits filed as inhibitors. O00255; active = well fitted inhibition curve with a large enough effect in the polarisation, with a control signal flat, not every such curve was filed as active; inconclusive = small, poorly fitted or top-dose-only effect, or effect the other way, or a change in a side signal; inactive = no such curve, though single readings can be large or run the other way; the % refers to the polarisation; note: potency is the fitted concentration of half-maximal effect; % of control where 0% means no effect; many of its hits are not listed in these tables
Target sequence (O00255 whole entry, looked up): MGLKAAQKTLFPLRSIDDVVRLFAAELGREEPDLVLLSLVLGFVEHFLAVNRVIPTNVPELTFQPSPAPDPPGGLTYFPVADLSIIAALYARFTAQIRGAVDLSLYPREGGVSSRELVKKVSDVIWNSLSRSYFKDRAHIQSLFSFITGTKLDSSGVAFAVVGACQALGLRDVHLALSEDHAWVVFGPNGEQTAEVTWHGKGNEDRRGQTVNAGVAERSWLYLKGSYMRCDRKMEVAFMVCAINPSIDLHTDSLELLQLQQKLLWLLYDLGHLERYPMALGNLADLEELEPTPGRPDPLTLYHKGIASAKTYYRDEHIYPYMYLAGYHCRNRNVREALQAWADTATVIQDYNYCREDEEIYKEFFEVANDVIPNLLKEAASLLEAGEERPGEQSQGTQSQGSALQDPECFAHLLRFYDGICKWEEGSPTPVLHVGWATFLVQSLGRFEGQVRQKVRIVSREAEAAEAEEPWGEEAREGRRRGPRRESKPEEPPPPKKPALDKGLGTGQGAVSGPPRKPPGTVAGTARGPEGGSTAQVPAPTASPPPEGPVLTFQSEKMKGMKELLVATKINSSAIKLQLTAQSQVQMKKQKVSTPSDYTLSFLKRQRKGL
S-ASM inh: Inhibitors of Secretory Acid Sphingomyelinase (S-ASM): qHTS; Sphingomyelin phosphodiesterase (Homo sapiens), P17405; placental ASM, HMU-PC fluorogenic substrate, 60 min; Potency, µM (titrated, usually from 57.5 µM), without a hit: at the top dose activity change, negative = inhibition, most hits filed as inhibitors; actives 0.006% (n = 340,000); AID 504937, 2011; note: potency is the fitted concentration of half-maximal effect
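HMU-PC0 cleavage (9 uM final) by human placental ASM, 60 min at 37 °C following 10 min compound exposure at RT; stopped at pH 10, fluorescence Ex 386/Em 447 nm.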
TCR act: Activators of T cell receptors: qHTS campaign; primary human leukocytes, anti-CD3, IL-2 HTRF, 48 h; Potency, µM (highest dose often 9.22 µM), without a hit: at the highest dose activation of IL-2 secretion, hits mostly activators; 330,000 tested, under 10 active; AID 504894, 2011; note: % of control where 0% means no effect
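1) Mix primary human leukocytes, a-CD3 beads and compound. 2) Incubate 48 hr. 3) Add HTRF IL-2 reagents (a-IL-2-K, a-IL-2-d2).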
MBNL1-CUG inh: qHTS Assay for Inhibitors of MBNL1-poly(CUG) RNA binding; AID 2675, 2010; actives 0.036% (n = 280,000); Potency, µM (doses to about 57.5 µM), inactives show top-dose activity change, negative = inhibition, most hits filed as inhibitors; Muscleblind-like protein 1 (Homo sapiens), Q9NR56; TR-FRET MBNL1-His/biotin-(CUG)12 binding, 665/545 ratio; active = well fitted inhibition curve with a large enough effect in the signal ratio, with a control signal flat, not every such curve was filed as active; inconclusive = small, poorly fitted or top-dose-only effect, or effect the other way, or a change in a side signal; inactive = no such curve, though single readings can be large or run the other way; the % refers to the signal ratio; note: potency is the fitted concentration of half-maximal effect; % is set by controls: 0 for no effect and ±100 for the full control effect
Target sequence (Q9NR56 whole entry, looked up): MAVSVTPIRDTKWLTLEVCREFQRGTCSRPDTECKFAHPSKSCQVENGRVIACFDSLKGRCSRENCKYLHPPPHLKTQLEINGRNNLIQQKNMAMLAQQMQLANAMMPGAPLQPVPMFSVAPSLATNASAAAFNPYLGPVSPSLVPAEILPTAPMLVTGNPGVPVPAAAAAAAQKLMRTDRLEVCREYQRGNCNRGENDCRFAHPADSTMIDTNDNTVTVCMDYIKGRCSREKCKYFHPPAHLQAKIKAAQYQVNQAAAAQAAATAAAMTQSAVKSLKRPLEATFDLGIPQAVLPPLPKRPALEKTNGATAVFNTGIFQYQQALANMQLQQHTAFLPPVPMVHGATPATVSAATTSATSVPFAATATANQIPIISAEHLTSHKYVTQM
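Inhibition of protein-RNA binding appears as loss of TR-FRET between terbium anti-His antibody on MBNL1-His and streptavidin-XL665 on biotin-(CUG)12. Activity is normalized to buffer-only and uninhibited-complex controls.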
Mito fusion yeast: qHTS Assay for Small Molecule Inhibitors of Mitochondrial Division or Activators of Mitochondrial Fusion | S. cerevisiae fusion-defective mutant growth rescue, CellTiterGlo 48 h | actives 0.23% (n = 320,000) | AID 485298, 2010 | Potency, µM (top dose mostly 46.1 µM), inactives show at the top dose growth rescue (activation), actives largely listed as activators;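 note: potency is the fitted concentration of half-maximal effect; % of control where 0% means no effect; nearly all actives have a fitted effect of over 45% in size; temperature-sensitive fusion mutants such as fzo1-1 at 37 °C on non-fermentable ethanol glycerol medium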
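Temperature-sensitive fusion-defective S. cerevisiae (e.g. fzo1-1, mgm1-5) were grown with compound in YPEG medium (3% ethanol, 3% glycerol) for 48 hours at 37C. Growth rescue was measured as viability by CellTiterGlo luminescence after 10 minutes at ambient.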
PTAP TSG101 blk: qHTS Assay for Iinhibitors of HIV-1 Budding by Blocking the Interaction of PTAP/TSG101; Tumor susceptibility gene 101 protein (Homo sapiens), Q99816; Fluorescence polarization, FITC-PTAP peptide / Tsg101 binding; Potency, µM (doses to about 115 µM), inactives show at the top dose activity change, negative = inhibition, hits mostly inhibitors; 340,000 tested, under 10 active; active = well fitted inhibition curve with a large enough effect in the main read-out, with a control signal flat, not every such curve was filed as active; inconclusive = small, poorly fitted or top-dose-only effect, or effect the other way, or a change in a side signal; inactive = no such curve, though single readings can be large or run the other way; note: potency is the fitted concentration of half-maximal effect; % of control where 0% means no effect
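Compounds were pin-transferred onto Tsg101 binding domain (10 uM final) in HEPES pH 7.5 buffer, then FITC-PTAP peptide was added at 50 nM final. After 20 min at RT, polarization reported peptide displacement across a qHTS concentration series.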
Starred values were filed as active, the others as inactive; & = joins results of further samples; [ ] = another dose, or the depositor's remark. Unless noted, calls come from the whole dose curve; as a rule, active = well fitted curve in the direction sought with a large enough effect; inconclusive = small, poorly fitted or top-dose-only effect, or another doubt; inactive = no such curve, though single readings can be large; an effect the other way counts as inactive or inconclusive. These rows are one share of the data; rates above refer to the full screens.

For COc1ccc(C(=O)N=C2SC3CS(=O)(=O)CC3N2c2ccc(N(C)C)cc2)cc1OC (stereo not drawn) the results were TSHR antag -2, MLL CXXC-DNA inh -1%, AT treatment 10%, a7 integrin act 26%, S-ASM inh 158%, TCR act 0%, MBNL1-CUG inh 1%, Mito fusion yeast -2% and PTAP TSG101 blk 1%.
Cc1ccc2[nH]c(O)c(N=Nc3ccccc3[N+](=O)[O-])c2c1 was read as a7 integrin act -3%, S-ASM inh 2%, TCR act -29% and PTAP TSG101 blk -5%.
Screening O=C(CNc1cccc([N+](=O)[O-])c1)N1CCN(S(=O)(=O)c2ccc(Cl)cc2)CC1 returned TSHR antag -10, AT treatment -2%, a7 integrin act -6%, S-ASM inh -4%, TCR act -8%, Mito fusion yeast 15% and PTAP TSG101 blk 0%.
O=C(Nc1cccc(C(=O)O)c1)/C(=C\c1ccc2c(c1)OCO2)NC(=O)c1ccccc1 was read as TSHR antag -3, MLL CXXC-DNA inh 9%, AT treatment -2%, a7 integrin act -14%, Menin-MLL TR inh 2%, S-ASM inh -1%, TCR act 6%, MBNL1-CUG inh 3%, Mito fusion yeast 23% and PTAP TSG101 blk -1%.
CC(C)CC1(C(=O)NCc2ccccn2)C=CCN1C(=O)c1ccccc1 (stereo not drawn) was read as TSHR antag -1, MLL CXXC-DNA inh 14%, AT treatment -12%, a7 integrin act 6%, Menin-MLL TR inh 3%&-3%, S-ASM inh 5%, TCR act -2%, MBNL1-CUG inh -14%, Mito fusion yeast -2% and PTAP TSG101 blk 0%.
Screening Nc1nonc1-c1nc2ccccc2n1CC(=O)N1CCCCC1 returned TSHR antag -12, MLL CXXC-DNA inh -2%, AT treatment -4%, a7 integrin act 2%, Menin-MLL TR inh -3%, S-ASM inh 0%, TCR act -3%, MBNL1-CUG inh 9%, Mito fusion yeast 6% and PTAP TSG101 blk 0%.
For COc1cc(=O)n2c(n1)SCCC2 the results were TSHR antag -23, MLL CXXC-DNA inh -9%, AT treatment 0%, a7 integrin act 22%, Menin-MLL TR inh 8%, S-ASM inh 6%, TCR act 0%, MBNL1-CUG inh -7%, Mito fusion yeast 2% and PTAP TSG101 blk 1%.
COc1ccc(NS(=O)(=O)c2ccc(C)c(C(=O)N(C)CC(=O)Nc3cccc(OC)c3)c2)cc1 was read as TSHR antag 6, AT treatment 4%, a7 integrin act 15%, S-ASM inh -1%, TCR act 2%, Mito fusion yeast -4% and PTAP TSG101 blk 1%.
`COc1ccc(C(=O)c2nccc3cc(OC)c(OC)cc23)cc1OC` gave TSHR antag 3, AT treatment 19%, a7 integrin act -18%, S-ASM inh -1%, TCR act -2%, Mito fusion yeast 4% and PTAP TSG101 blk -1%.
Screening CC(Oc1ccc(C#N)cc1)C(=O)NC1CCCC1 (stereo not drawn) returned TSHR antag 27, AT treatment -8%, a7 integrin act 12%, S-ASM inh 5%, TCR act 0%, Mito fusion yeast 5% and PTAP TSG101 blk -1%.

By substructure, the entries above with a nitro group on carbon (two)
Cc1ccc2[nH]c(O)c(N=Nc3ccccc3[N+](=O)[O-])c2c1 was read as a7 integrin act -3%, S-ASM inh 2%, TCR act -29% and PTAP TSG101 blk -5%.
Screening O=C(CNc1cccc([N+](=O)[O-])c1)N1CCN(S(=O)(=O)c2ccc(Cl)cc2)CC1 returned TSHR antag -10, AT treatment -2%, a7 integrin act -6%, S-ASM inh -4%, TCR act -8%, Mito fusion yeast 15% and PTAP TSG101 blk 0%.

The list goes on:
Screening CCOC(=O)c1c(C)n(OCc2ccccc2)c2ccc3c(no[n+]3[O-])c12 returned TSHR antag 15, MLL CXXC-DNA inh 2%, AT treatment 4%, a7 integrin act inconclusive, Menin-MLL TR inh -14%, S-ASM inh -8%, TCR act -4%, MBNL1-CUG inh -10%, Mito fusion yeast 6% and PTAP TSG101 blk -3%.
Screening Cc1cc(-c2ccc(N3CCOCC3)cc2)nc2ccccc12 returned TSHR antag -7, MLL CXXC-DNA inh 9%, AT treatment 15%, a7 integrin act 4%, Menin-MLL TR inh 11%, S-ASM inh inactive, TCR act 0%[46.1 µM], MBNL1-CUG inh 18%, Mito fusion yeast 9% and PTAP TSG101 blk -1%.
CC1=C(C(N)=O)C(c2ccccc2[N+](=O)[O-])n2ncnc2N1 (stereo not drawn) was read as TSHR antag 4, MLL CXXC-DNA inh inconclusive, AT treatment -4%, a7 integrin act 12%, Menin-MLL TR inh -8%, S-ASM inh 3%, TCR act 3%, MBNL1-CUG inh 20%, Mito fusion yeast 2% and PTAP TSG101 blk -8%.
For Brc1cnc2nc[nH]c2c1 the results were TSHR antag -2, MLL CXXC-DNA inh 18%, AT treatment 2%, a7 integrin act 12%, S-ASM inh -1%, TCR act 3%, MBNL1-CUG inh -1%, Mito fusion yeast -2% and PTAP TSG101 blk -3%.
`CCS(=O)(=O)Nc1ccc(C2=NN(C(C)=O)C(c3cccs3)C2)cc1` (stereo not drawn) gave TSHR antag -6, MLL CXXC-DNA inh 1%, AT treatment 12%, a7 integrin act -47%[inhibitor], Menin-MLL TR inh 0%, TCR act 1%, MBNL1-CUG inh 14%, Mito fusion yeast 1% and PTAP TSG101 blk 0%.
For C[C@H](NC(=O)c1cccc([N+](=O)[O-])c1)C(=O)OCC(=O)c1ccccc1Br the results were AT treatment 5%, a7 integrin act 2%, S-ASM inh -1%, TCR act -2% and PTAP TSG101 blk -8%.
`Cc1c(-c2ccccn2)c(=O)[nH]n1-c1ccc(F)cc1` gave TSHR antag -9, MLL CXXC-DNA inh inconclusive, AT treatment -3%, a7 integrin act -1%, Menin-MLL TR inh 2%, S-ASM inh 0%, TCR act 3%, MBNL1-CUG inh 13%, Mito fusion yeast 0% and PTAP TSG101 blk -7%.
CC1CCN(CC(=O)Nc2ccc(C(=O)N3CCCCC3)cc2)CC1 was read as TSHR antag 33, MLL CXXC-DNA inh -4%, AT treatment 0%, a7 integrin act 13%, Menin-MLL TR inh -13%, S-ASM inh -2%, MBNL1-CUG inh -4%, Mito fusion yeast -2% and PTAP TSG101 blk -1%.
CCN(C(=O)CCNC(=O)Cn1cnc2ccccc2c1=O)c1ccccc1F was read as TSHR antag 6, MLL CXXC-DNA inh 5%, AT treatment -7%, a7 integrin act -17%, Menin-MLL TR inh -9%, S-ASM inh 13%, TCR act -4%, MBNL1-CUG inh -2%, Mito fusion yeast 1% and PTAP TSG101 blk -6%.
For O=C(COc1ccccc1)N1CCN(C(=O)c2ccco2)CC1 the results were TSHR antag 5, MLL CXXC-DNA inh -5%, AT treatment 4%, a7 integrin act -4%, Menin-MLL TR inh 11%, S-ASM inh 5%, TCR act -4%, MBNL1-CUG inh -2%, Mito fusion yeast 3% and PTAP TSG101 blk -7%.
COc1ccc(NC(=O)CN(C)C(=O)c2cn(-c3ccccc3)nc2-c2ccc(Cl)cc2)cc1 was read as TSHR antag 1, AT treatment -18%, a7 integrin act -61%[inhibitor], S-ASM inh -14%, TCR act -3%, Mito fusion yeast 30% and PTAP TSG101 blk -2%.
`CN(C)CCCNS(=O)(=O)c1ccc(N2CCN(Cc3ccc4c(c3)OCO4)CC2)c([N+](=O)[O-])c1` gave TSHR antag -13, MLL CXXC-DNA inh 3%, AT treatment 6%, a7 integrin act -62%[inhibitor], Menin-MLL TR inh -12%, S-ASM inh 0%, TCR act 6%, MBNL1-CUG inh inconclusive, Mito fusion yeast -9% and PTAP TSG101 blk -7%.
